RGS4-Gao reg: modulators of RGS4 binding to Galphao, primary screen, biochemical, multiplexed bead flow cytometry | Guanine nucleotide-binding protein G(o) subunit alpha (Homo sapiens), P09471 | actives lie on both sides | binding response (% of control), % at 10 µM | 220,000 tested, 0.33% active | AID 1415, 2008; in the data active means binding response below about 49% or above about 150%; inactive means in between;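 further: fluorescent Galphao activated with aluminum fluoride binding bead-coupled RGS4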
Target sequence (P09471 whole entry, looked up): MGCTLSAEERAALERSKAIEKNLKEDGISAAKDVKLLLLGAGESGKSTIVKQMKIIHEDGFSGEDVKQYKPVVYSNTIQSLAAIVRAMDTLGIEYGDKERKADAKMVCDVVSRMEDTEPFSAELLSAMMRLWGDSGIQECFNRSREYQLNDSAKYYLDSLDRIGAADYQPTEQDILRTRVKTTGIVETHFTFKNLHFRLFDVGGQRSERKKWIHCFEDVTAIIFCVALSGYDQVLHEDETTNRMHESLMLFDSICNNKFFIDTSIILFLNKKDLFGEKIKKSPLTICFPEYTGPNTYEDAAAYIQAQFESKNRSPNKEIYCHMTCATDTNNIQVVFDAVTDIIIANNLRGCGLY
RGS8-Gao: RGS8-Galphao binding modulators, primary screen, biochemical, multiplexed bead flow cytometry | Guanine nucleotide-binding protein G(o) subunit alpha (Homo sapiens), P09471 | actives lie on both sides | response (percent of control binding), % at 10 µM | 220,000 tested, 0.34% active; in the data active means response below about 60% or above about 140%; inactive means in between;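 further: Galphao activated as the GDP aluminium fluoride complex binding bead-coupled RGS8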
Mcl-1 Bim block: inhibitors of Bim peptide binding to Mcl-1, primary screen, biochemical, bead-based flow cytometry, multiplex | Induced myeloid leukemia cell differentiation protein Mcl-1 (Homo sapiens), Q07820 | Bim peptide-Mcl-1 binding | inhibition, % at 10 µM | 190,000 tested, 0.1% active; in the data active means inhibition above about 40%;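 further: 0% = no compound tracer wells and 100% = peptide blocker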
Mcl1 Noxa PPI: Mcl-1/Noxa binding inhibitors, primary screen, biochemical, TR-FRET, 1536-well; Induced myeloid leukemia cell differentiation protein Mcl-1 (Homo sapiens), Q07820; TR-FRET Mcl-1/Noxa peptide binding, 2 h; inhibition, % at 21.7 µM; 220,000 tested, 1.5% active;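 active means compounds that cut the protein-peptide binding signal by more than 50% relative to plate controls in a single-dose test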;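 further: His-tagged Mcl-1 with rhodamine Noxa BH3 peptide and terbium anti-His antibody; 0% = Mcl-1 plus Noxa peptide wells and 100% = peptide-only wells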
Pf gametocyte: late stage P. falciparum gametocyte viability inhibitors, primary screen, ATP luminescence, HTS | P. falciparum stage V gametocytes, 24 h | inhibition, % at 10.9 µM | 150,000 tested, 0.065% active | AID 743093, 2013;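 active means inhibition above the mean plus 3 SD of compounds within the control limits, set per campaign, cut at about 38% in these data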;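 further: 0% = DMSO wells and 100% = medium only without gametocytes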
ABCG2 block: ABCG2 efflux pump inhibitors, primary screen, multiplex with ABCB1, IgMXP3 cells, flow cytometry. Broad substrate specificity ATP-binding cassette transporter ABCG2 (Homo sapiens), Q9UNQ0. JC-1 efflux. inhibition, % at 6.6 µM. 190,000 tested, 0.1% active;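 active means inhibition above 80%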;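 further: 0% = DMSO and 100% = nicardipine control wells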
Target sequence (Q9UNQ0 whole entry, looked up): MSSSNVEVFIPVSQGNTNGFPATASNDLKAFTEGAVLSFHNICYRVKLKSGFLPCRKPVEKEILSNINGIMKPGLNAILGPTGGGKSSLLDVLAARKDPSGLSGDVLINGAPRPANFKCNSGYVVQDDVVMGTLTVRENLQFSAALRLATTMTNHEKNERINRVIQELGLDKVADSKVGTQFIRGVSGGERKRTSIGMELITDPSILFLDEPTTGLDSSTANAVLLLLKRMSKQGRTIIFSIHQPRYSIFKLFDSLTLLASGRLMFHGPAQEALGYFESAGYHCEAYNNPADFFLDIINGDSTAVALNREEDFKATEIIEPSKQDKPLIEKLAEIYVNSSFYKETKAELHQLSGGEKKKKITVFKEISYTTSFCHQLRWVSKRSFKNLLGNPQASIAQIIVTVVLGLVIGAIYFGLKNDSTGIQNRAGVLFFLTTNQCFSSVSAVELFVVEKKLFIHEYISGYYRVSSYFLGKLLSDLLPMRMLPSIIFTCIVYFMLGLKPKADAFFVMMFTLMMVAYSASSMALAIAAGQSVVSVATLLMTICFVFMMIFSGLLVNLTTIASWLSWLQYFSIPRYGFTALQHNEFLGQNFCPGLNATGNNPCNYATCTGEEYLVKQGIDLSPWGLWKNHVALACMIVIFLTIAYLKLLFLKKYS
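Measure – % inhibition of efflux relative to nicardipine and DMSO · Test system – ABCG2 IgMXP3 and barcoded ABCB1 CCRF-Adr cell mix · Control set – nicardipine as high control, DMSO as low control · Compound – one concentration, 6.6 µM final · Signal – flow cytometry of retained JC-1 fluorescence · Timing – 10 min exposure at 25 °C with rotation, no wash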
GSH bead fluor: compound fluorescence on glutathione beads, profiling panel, artefact control, biophysical, 488/530 nm, flow cytometry | GSH beads flow cytometry, compound fluorescence 488/530 nm; stronger effect = higher value | fluorescence (KMESF) at 10 µM | 190,000 tested, 0.25% active; in the data active means fluorescence above about 89;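 further: glutathione beads carrying GST-tagged Bcl family fusion proteins plus one bare bead set; values are compound well signal with DMSO vehicle wells as background; inactives centre near 16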
Mcl1 Bid PPI: Mcl-1/Bid binding inhibitors, primary screen, biochemical, TR-FRET, 1536-well; Induced myeloid leukemia cell differentiation protein Mcl-1 (Homo sapiens), Q07820; TR-FRET Mcl-1/Bid-Dy647 peptide binding; inhibition, % at 21.7 µM; 220,000 tested, 0.97% active; AID 1021, 2008;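 active means compounds that cut the binding signal by more than half at the single screening dose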;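 further: His-tagged Mcl-1 with europium anti-His antibody binding Bid BH3 peptide; 0% = Mcl-1 plus peptide wells and 100% = peptide-only wells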
Avidin fluor: green autofluorescence of compounds with avidin beads – biophysical, 488/530 nm, flow cytometry, artefact control, profiling panel; fluorescence (KMESF) at 10 µM; 220,000 tested, 0.38% active; AID 1775, 2009; compound fluorescence 488/530 nm; stronger effect = higher value; in the data active means fluorescence above about 47; further: inactives centre near 10
ABCB1 block: ABCB1 efflux pump inhibitors, primary screen, cell-based, multiplex, flow cytometry, ABCG2 counter-screen; 190,000 tested, 0.067% active; CCRF-Adr cells, JC-1 efflux; ATP-dependent translocase ABCB1 (Homo sapiens), P08183; inhibition, % at 6.6 µM; in the data active means inhibition above about 40%;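 further: 0% = vehicle and 100% = reference inhibitor; higher value means more JC-1 retained so stronger ABCB1 efflux block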
RGS7-Gao: RGS7-Galphao binding modulators, primary screen, biochemical, multiplexed bead flow cytometry. AID 1439, 2008. 220,000 tested, 0.35% active. actives lie on both sides. binding response (% of control), % at 10 µM. Guanine nucleotide-binding protein G(o) subunit alpha (Homo sapiens), P09471; in the data active means binding response below about 49% or above about 150%; inconclusive means no clear call, values can overlap the other calls; inactive means in between;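 further: fluorescent Galphao held in activated GDP-AlF4 state binding bead-coupled RGS7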
Starred values were filed as active, the others as inactive; ? = inconclusive; . = not tested or not shown.

SMILES	RGS4-Gao reg	RGS8-Gao	Mcl-1 Bim block	Mcl1 Noxa PPI	Pf gametocyte	ABCG2 block	GSH bead fluor	Mcl1 Bid PPI	Avidin fluor	ABCB1 block	RGS7-Gao
CCOC(=O)C1CCCN(C(=O)c2c(-c3ccccc3Cl)noc2C)C1 (stereo unspecified)	99	104	1	-7	.	0	27	-24	13	0.9	92
COc1ccc2nc(NC(=O)CSc3nnc4n3C(C)(C)Cc3ccccc3-4)sc2c1	96	99	-9	-1	10	2	24	-25	4	0.6	93
CC1CCN(CCCCOc2ccccc2-c2ccccc2)CC1	105	104	-4	27	23	7	5	9	12	0.8	107
c1ccc(CCn2nnnc2C(c2cccnc2)N2CCN(c3ccccc3)CC2)cc1 (stereo unspecified)	77	88	0	7	.	3	7	-64	10	1.0	85
O=C(Nn1cnc2ccccc2c1=O)C1CCCCC1	103	99	6	5	.	.	17	-5	5	.	101
O=C(CCNS(=O)(=O)c1cccc2nsnc12)NCc1ccc(F)cc1	98	100	2	14	11	13	21	1	6	0.7	96
CCN(CC)CCn1c(=N)n(CC(O)c2ccc(OC)c(OC)c2)c2ccccc21 (stereo unspecified)	104	102	0	27	.	1	14	-5	11	0.2	102
CN(C)c1cccc(C(=O)OCC(=O)NCc2ccco2)c1	102	101	-6	0	.	59	26	-31	39	1.5	98
COc1ccc(C(=O)NCC(=O)OCC(=O)Nc2ccc(C)c(S(=O)(=O)N(C)C)c2)cc1OC	97	98	.	4	-3	.	.	-11	.	.	?
O=C(COc1cccc2cccnc12)NCC(F)(F)F	100	99	-2	-3	.	2	41	-64	8	0.3	99
COc1ccc([N+](=O)[O-])cc1N(CC(O)CN(C)C)S(=O)(=O)c1ccccc1 (stereo unspecified)	103	102	1	14	1	0	5	-14	12	-0.2	103
CC(=O)OCC1OC(c2ccccc2)C(OC(C)=O)C(OC(C)=O)C1OC(C)=O (stereo unspecified)	99	103	-1	12	.	0	53	-27	11	0.0	97
Cc1ccc(Cn2ccc(NC(=O)c3cc(-c4ccccc4)on3)n2)cc1	98	100	0	-8	-24	29	24	-15	25	2.2	99
CCOP(=O)(c1ccccc1)c1nc(-c2ccccc2C)oc1NCc1ccccc1 (stereo unspecified)	99	104	.	12	-5	.	.	8	12	.	?
O=C(NN1C(=O)c2ccccc2NC1c1cccnc1)c1ccccc1 (stereo unspecified)	102	103	1	2	.	1	18	-11	10	0.6	103
O=C(NCc1ccccc1)N1CCN(c2ccccc2F)CC1	101	103	1	16	-27	0	45	-9	7	-0.1	100
O=C(O)c1ccccc1-n1cccc1C(=O)O	110	107	.	5	-27	.	.	-1	6	.	?
CC(C)N(C)CCOC(=O)c1ccc2c(c1)OCCO2	.	.	-1	6	.	0	18	-2	.	-0.2	.
CCOC(=O)c1c(-c2ccccc2)csc1NC(=O)C(C)NCCCN1CCOCC1 (stereo unspecified)	101	107	-2	36	4	5	16	30	11	3.1	103
O=C(COC(=O)Cc1ccccc1[N+](=O)[O-])NCc1ccccc1Cl	88	98	-5	-2	.	13	10	0	5	1.2	90
Cc1ccc(NC(=O)c2c(C(F)(F)F)nn(C)c2SCc2cccc(C(F)(F)F)c2)cc1C	101	100	2	-6	-29	21	14	-2	25	1.5	99
COc1ccccc1CCc1nnc(CCC(=O)N(C)Cc2cccc3cnccc23)o1	99	92	15	2	.	2	9	-16	7	1.1	97
O=C(NC(=S)NNC(=O)c1ccccc1[N+](=O)[O-])c1ccccc1	93	92	-9	-44	.	-3	15	-50	3	-1.0	100
COc1ccc(C(C)=O)cc1COC(=O)c1cnc(C)cn1	98	102	-2	15	11	7	25	-43	10	-0.1	97
COc1ccc(Nc2sc(C(=O)Nc3cccc(Cl)c3)c(N)c2C(=O)Nc2ccccc2OC)cc1	98	94	11	-7	.	-2	16	-4	8	-0.6	93
SMILES	RGS4-Gao reg	RGS8-Gao	Mcl-1 Bim block	Mcl1 Noxa PPI	Pf gametocyte	ABCG2 block	GSH bead fluor	Mcl1 Bid PPI	Avidin fluor	ABCB1 block	RGS7-Gao
O=C(CSc1nnc(-c2ccc(O)cc2)n1Cc1ccco1)c1ccccc1	110	103	-1	9	.	19	44	-28	6	0.1	107
O=C(O)CCN(Cc1ccccc1)S(=O)(=O)c1ccccc1Cl	101	99	1	21	9	2	13	-7	11	0.1	96
CCCCNC(=O)c1onc(CSc2cccc(C)c2)c1C(=O)O	105	114	-3	-14	14	0	27	4	12	0.6	107
O=C(NCc1cccnc1)NC1CCCN1S(=O)(=O)c1ccc(Cl)cc1 (stereo unspecified)	105	100	1	22	.	2	12	-15	26	0.7	101
CCCCC(=O)Nc1ccc(NC(=O)c2cnccn2)cn1	87	94	1	3	3	9	14	-7	13	0.6	89
C=CCn1c(=O)c2ccccc2n2c(SCC(=O)Nc3cc(C)on3)nnc12	100	100	-5	.	34	29	34	-12	11	1.1	99
CCCNS(=O)(=O)c1ccc(NC(=O)c2cccnc2)cc1	101	101	-8	6	.	19	25	-10	11	1.0	99
COc1ccc(-c2nnc(SCc3ccccc3)n2N)cc1	98	96	1	12	-17	1	70	-34	8	0.8	96
CC(C)(C)NC(=O)NC(=O)CSc1ncc(C(F)(F)F)cc1Cl	98	99	4	5	.	.	17	1	6	.	96
O=c1c(Cl)c(N/N=C/c2ccc(Cl)cc2)cnn1-c1ccccc1	102	98	-1	74*	-12	3	10	18	9	0.0	99
Cc1oc2cc(O)ccc2c(=O)c1N1C(=O)c2ccccc2C1=O	99	99	-6	-16	20	6	30	-52	15	0.9	100
OCCC1CN(Cc2cccc(C(F)(F)F)c2)CCN1Cc1ccccc1 (stereo unspecified)	100	99	-26	12	-5	2	13	-63	5	0.8	104
CCOC(=O)C1=C(CSc2nncn2C)NC(=O)NC1c1cc(OCC)ccc1OCC (stereo unspecified)	101	102	-2	-9	27	0	18	-3	30	0.0	102
CCOc1ccc(N(CC(=O)Nc2ccccc2C)S(=O)(=O)c2c(C)noc2C)cc1	91	84	.	8	.	5	27	-5	4	3.9	91
O=C(Nc1ccn(-c2ccccc2)n1)c1ccc(Cl)cc1	102	104	-4	-10	.	4	10	-9	16	0.1	102
CC(=O)NC(=S)NNC(=O)C(c1ccccc1)c1ccccc1	105	105	0	-45	-17	-1	9	-55	24	-0.4	100
Cc1ccc(C)c(NCc2n[nH]c(=S)n2-c2ccccc2)c1	100	96	-4	19	-29	-4	11	-56	8	-2.8	97
CC1CCCN(S(=O)(=O)c2ccc(S(=O)(=O)N3CCC4(CC3)OCCO4)cc2)C1 (stereo unspecified)	124	136	-2	-7	28	1	10	3	7	0.9	122
N=c1c(C(=O)NCc2ccc(F)cc2)cc2c(=O)n3ccccc3nc2n1Cc1ccco1	96	115	-6	45	.	-1	20	1	20	1.1	95
O=C(CN1C(=O)CSC1=O)c1ccccc1	99	102	-2	-3	-34	0	50	-6	16	-0.2	99
CCc1nnc(NC(=O)CN2CCN(c3cccc(OC)c3)CC2)s1	105	111	-1	-17	.	0	24	-26	18	0.1	106
Cn1c2c(c(=O)n(C)c1=O)C(NC(=O)c1cccs1)(C(F)(F)F)C(=O)N2 (stereo unspecified)	105	104	-7	45	.	17	25	2	10	1.2	102
COc1ccc(OC)c(Nc2ncnc3sc(-c4ccccc4)cc23)c1	100	104	-4	7	.	34	10	-4	12	0.6	101
O=C(O)CSCC(=O)Nc1ccc(Br)c(C(F)(F)F)c1	-38*	32*	.	-10	-21	.	.	2	-2	.	?
O=[N+]([O-])c1ccccc1S(=O)(=O)NCc1ccco1	98	101	0	9	.	8	12	-19	10	1.8	99
SMILES	RGS4-Gao reg	RGS8-Gao	Mcl-1 Bim block	Mcl1 Noxa PPI	Pf gametocyte	ABCG2 block	GSH bead fluor	Mcl1 Bid PPI	Avidin fluor	ABCB1 block	RGS7-Gao
C/C(=N/N1CCN(c2ccccc2)CC1)c1cccc([N+](=O)[O-])c1	96	102	-2	8	-18	4	12	-21	3	1.4	95
O=C(O)C(Cc1c[nH]c2ccccc12)N1Cc2ccccc2C1=O (stereo unspecified)	100	101	4	-8	15	4	11	-42	4	1.0	96
O=C(Nc1ccccc1N1CCN(C(=O)c2ccccc2)CC1)c1cc(Br)ccc1Cl	101	100	1	10	.	3	64	13	16	2.1	96
N#CC1=C(N)Oc2c(oc(CO)cc2=O)C1c1ccccc1[N+](=O)[O-] (stereo unspecified)	93	97	.	-22	-1	.	.	-36	7	.	?
CC1CCN(C(=O)c2ccc(NS(=O)(=O)c3cccc4cccnc34)cc2)CC1	97	100	.	-9	-3	.	.	-14	7	.	?
Cc1c(O)nc2ccccn2c1=O	108	100	.	-3	-7	.	.	-34	14	.	?
COc1ccc2occ(C(=O)c3ccccc3)c2c1	100	99	-7	-4	9	11	13	-14	11	1.5	?
Cc1[nH]c2ccc(Br)cc2c(=O)c1CN1CCOCC1	98	99	0	6	3	2	79	-11	12	0.6	100
O=c1[nH]c(=O)n(CCO)c2nnn(Cc3ccccc3)c12	99	94	-9	15	4	25	27	-11	6	0.3	94
O=C(O)CC(CC(=O)Nc1ccc(Oc2ccccc2)cc1)c1ccccc1 (stereo unspecified)	104	101	.	2	26	.	.	-5	6	.	?
CCCOC(=O)c1ccc(N2C(=O)c3ccccc3C2=O)cc1	104	101	2	-9	5	30	8	-4	4	1.3	100
CCOC(=O)c1sc2nc(N3CCCC3)c3c(c2c1N)CC(C)(C)OC3	102	102	0	13	.	7	29	-9	10	0.0	106
COC(=O)CSc1nc(C)c(Oc2ccccc2)c(=O)[nH]1	99	100	22	11	-7	0	43	7	6	0.1	100
O=C(Nc1ccc(Br)cc1Cl)N1CCOCC1	101	102	0	4	-23	6	20	-9	10	0.0	?
CC(C)(C)c1ccc(S(=O)(=O)O/N=C2/CCCCC2c2ccc([N+](=O)[O-])cc2[N+](=O)[O-])cc1 (stereo unspecified)	98	98	-1	-14	.	1	35	-6	5	0.8	104

High-throughput results: PubChem BioAssay, several laboratories
